Nox1 inhibitor: blocks human NADPH oxidase 1 activity; Q9Y5S8; HT29 cells, luminol chemiluminescence ROS; inhibition, % at 6.7 µM; 16,000 tested, 0.81% active
rat GALR2 agon: agonists of rat galanin receptor 2 (GALR2); O08726; cell-based GALR2 agonist screen; activation, % at 10 µM; 16,000 tested, 0.5% active; AID 833; in the data active = activation above about 15%
OPRK1 antag MB: blocks the human kappa opioid receptor, Maybridge compounds | 16,000 tested, 0.4% active | inhibition, % at 9 µM | OPRK1 cells, antagonist mode, fluorescence readout | AID 652031 | P41145; in the data active = inhibition above about 50%
S1P1 agonist: activates the human S1P1 receptor | 16,000 tested, 1.5% active | activation, % at 4.5 µM | S1P1 agonist cell-based reporter assay | P21453 | AID 1044; in the data active = activation above about 80%
NOTCH ag: activates NOTCH signaling in reporter cells | NOTCH signaling luciferase reporter cells, luminescence | activation, % at 2.5 µM | 15,000 tested, 0.4% active; in the data active = activation above about 2.2%
PME-1 Maybr inh: inhibitors of human PME-1 in Maybridge library. Q9Y570. 16,000 tested, 0.5% active. recombinant PME-1, FP-Rh probe fluorescence polarization. inhibition, % at 9 µM. AID 2291; in the data active = inhibition above about 30%
Luminol counter: counter-screen for Nox1 inhibitors: inhibitors of luminol chemiluminescence; 16,000 tested, 0.4% active; HRP/luminol/H2O2 chemiluminescence counterscreen; inhibition, % at 6.7 µM; also: reference of the scale not given here
TLR4-MyD88 inh: TLR4-MyD88 interaction inhibition; O00206; Cell-based TLR4-MyD88 binding inhibition assay; inhibition, % at 10 µM; 16,000 tested, 0.06% active; in the data active = inhibition above about 45%
Active calls of the source: *. Rule as the data show it, unless noted: active = inhibition above about 75%; inactive = the rest.

How did c1ccc(CNCCNCc2ccccc2)cc1 do in these assays?
Nox1 inhibitor: -37; rat GALR2 agon: -5; OPRK1 antag MB: 0; S1P1 agonist: 10; NOTCH ag: -0.3; PME-1 Maybr inh: -2; Luminol counter: 3; TLR4-MyD88 inh: 12

Results for Cc1oc2ccccc2c1CNC(=O)NCc1cccs1 ?
Nox1 inhibitor: 14; rat GALR2 agon: -6; OPRK1 antag MB: -12; S1P1 agonist: -7; NOTCH ag: -0.4; PME-1 Maybr inh: 11; Luminol counter: -6; TLR4-MyD88 inh: -8

These rows are one share of the data; count on the stated rates, not on these rows.
